Source: PubChem (National Center for Advancing Translational Sciences (NCATS))
EPAC2 ag – qHTS for Agonist of cAMP-regulated guanine nucleotide exchange factor 4 (EPAC2): primary screen; Rap guanine nucleotide exchange factor 4 (Homo sapiens), Q8WZA2; EPAC2 activation, biochemical qHTS; response scale: 100% = 6.5 mM cAMP response; Potency, µM (series often up to 154 µM), inactives show at the highest dose activation, hits mostly activators; hit rate 0.079% among 360,000; AID 720711, 2013; further: potency means the concentration at half of the fitted maximal effect; nearly all actives have a fitted effect of over 50% in size
Target sequence (Q8WZA2 whole entry, looked up): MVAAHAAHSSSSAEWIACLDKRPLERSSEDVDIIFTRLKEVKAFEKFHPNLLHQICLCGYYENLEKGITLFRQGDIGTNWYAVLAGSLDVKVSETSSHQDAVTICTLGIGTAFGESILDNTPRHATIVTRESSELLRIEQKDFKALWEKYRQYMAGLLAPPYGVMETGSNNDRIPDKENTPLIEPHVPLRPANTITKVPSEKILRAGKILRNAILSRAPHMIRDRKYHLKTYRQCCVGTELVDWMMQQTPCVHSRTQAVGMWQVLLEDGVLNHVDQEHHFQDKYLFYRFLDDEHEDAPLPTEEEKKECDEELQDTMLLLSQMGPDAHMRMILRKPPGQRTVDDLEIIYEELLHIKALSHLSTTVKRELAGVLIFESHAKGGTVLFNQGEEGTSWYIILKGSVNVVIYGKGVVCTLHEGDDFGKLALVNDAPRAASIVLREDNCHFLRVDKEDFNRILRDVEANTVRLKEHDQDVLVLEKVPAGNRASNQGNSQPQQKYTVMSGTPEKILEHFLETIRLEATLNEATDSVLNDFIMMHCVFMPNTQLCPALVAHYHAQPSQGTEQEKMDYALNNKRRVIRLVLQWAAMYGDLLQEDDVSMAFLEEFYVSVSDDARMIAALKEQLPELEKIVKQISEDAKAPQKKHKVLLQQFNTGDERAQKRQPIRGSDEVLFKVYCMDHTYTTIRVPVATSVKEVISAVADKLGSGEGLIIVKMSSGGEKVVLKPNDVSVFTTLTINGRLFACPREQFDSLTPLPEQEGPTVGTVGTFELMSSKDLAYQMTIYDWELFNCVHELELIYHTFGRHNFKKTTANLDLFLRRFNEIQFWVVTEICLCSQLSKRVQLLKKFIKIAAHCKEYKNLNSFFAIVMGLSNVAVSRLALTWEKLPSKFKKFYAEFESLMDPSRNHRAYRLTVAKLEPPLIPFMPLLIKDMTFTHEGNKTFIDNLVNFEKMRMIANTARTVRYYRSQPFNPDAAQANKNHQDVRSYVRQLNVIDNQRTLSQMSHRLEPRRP
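Compounds were added across a concentration range to EPAC2 (100 nM), RAP1B-BODIPY-GDP (250 nM) and GDP (50 uM). After 5 min at room temperature, fluorescence was recorded at 5-min intervals for 30 min.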
HepG2 tox – qHTS for Inhibitors of TGF-b: Cytotox Counterscreen; Potency, µM (highest dose often 46.1 µM), inactives show at the top dose activity change, negative = cytotoxicity, most hits filed as cytotoxic; hit rate 0.76% among 410,000; HepG2 CAGA-GFP viability, ATP luminescence, 18 h; AID 588856, 2011; further: potency means the concentration at half of the fitted maximal effect; some results filed as inactive show a strong effect at the top dose
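HepG2 CAGA-GFP cells (1000/well, DMEM with 1% FBS) received compound, then TGF-beta at 500 pg/mL final, and were incubated 18 hours at 37 degrees C. Viability was read by CellTiter-Glo luminescence. Media-only wells were set as complete cell-killing and DMSO as no toxicity.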
Nrf2 activator – qHTS of Nrf2 Activators; Potency, µM (series often up to 46.1 µM), without a hit: top-dose activation, most hits filed as activators; AREc32 ARE-luciferase reporter (MCF7-derived line), luminescence, 24 h; AID 624171, 2012; hit rate 0.31% among 410,000; further: potency means the concentration at half of the fitted maximal effect; % of control where 0% means no effect; nearly all actives have a fitted effect of over 65% in size
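AREc32 cells carrying an ARE-driven firefly luciferase reporter were seeded at 1000 cells/well in OPTI-MEM with 5% FBS, then exposed to compound for 24 hr at 37 deg C. Luminescence was read with Steady-Glo after 30 min at RT.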
ATXN viability – Viability Counterscreen for Primary qHTS for Inhibitors of ATXN expression | AID 651635, 2014 | S2 cells (HEK-293 line with an ATXN2-luciferase reporter) viability, CellTiter-Fluor protease fluorescence, 24 h | hit rate 0.49% among 400,000 | Potency, µM (highest dose often 56.7 µM), hits mostly cytotoxic; further: potency means the concentration at half of the fitted maximal effect; nearly all actives have a fitted effect of over 40% in size
TGFb SMAD3 inh – qHTS for Inhibitors of TGF-b; HepG2 CAGA-GFP TGF-b/SMAD3 reporter, GFP fluorescence, 18 h; TGF-beta stimulated, 500 pg/mL final; Potency, µM (doses to about 46.1 µM), inactives show top-dose activity, negative = inhibition, hits mostly inhibitors; hit rate 1.2% among 410,000; further: potency means the concentration at half of the fitted maximal effect; on the % scale 0 is the no-effect control and ±100 the full control effect; nearly all actives have a fitted effect of over 65% in size
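HEPG2 CAGA-GFP reporter cells (1000/well, DMEM with 1% FBS) received compounds, then recombinant TGF-beta at 500 pg/mL final for 18 hours at 37 degrees C. Per-cell GFP summed per well was normalised to unstimulated and stimulated DMSO controls before curve fitting.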
Nrf2 inh – Nrf2 qHTS screen for inhibitors; A549 ARE-Fluc reporter, luciferase luminescence, 18-24 h; Potency, µM (top dose mostly 46 µM), without a hit: top-dose activity change, negative = inhibition, most hits filed as inhibitors; hit rate 2.1% among 360,000; further: potency means the concentration at half of the fitted maximal effect; on the % scale 0 is the no-effect control and ±100 the full control effect; nearly all actives have a fitted effect of over 60% in size
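A549 ARE_Fluc cells, 5000/well, 5% FBS OPTI-MEM; compounds in dose-response, 18-24 h at 37 °C/5% CO2; CellTiter-Fluor viability read (Ex 405/Em 525), then BugLite luciferase luminescence = Nrf2 activity.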
ATXN2 expr inh – Primary qHTS for Inhibitors of ATXN expression. HEK-293 ATXN2-luciferase reporter, luminescence, 24 h. Potency, µM (highest dose often 57 µM), for the others: top-dose activity change, negative = inhibition, actives largely listed as inhibitors. hit rate 0.72% among 360,000. AID 1745845, 2022; further: potency means the concentration at half of the fitted maximal effect; on the % scale 0 is the no-effect control and ±100 the full control effect; nearly all actives have a fitted effect of over 55% in size
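ATXN2-luciferase reporter cells (luciferase flanked by upstream and downstream ATXN2 gene portions) were treated 24 h at 37 °C with compounds at up to 57 uM. SteadyGlo luminescence gave expression; GF-AFC fluorescence gave viability.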
A549 tox – Nrf2 qHTS screen for inhibitors: counterscreen for cytotoxicity | A549 ARE-Fluc cells, CellTiter-Fluor viability, 18-24 h | Potency, µM (highest dose often 46 µM), for the others: at the top dose activity change, negative = cytotoxicity, most hits filed as inhibitors | hit rate 0.16% among 390,000 | AID 504648, 2011; further: potency means the concentration at half of the fitted maximal effect; on the % scale 0 is the no-effect control and ±100 the full control effect
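Cytotoxicity counterscreen: CellTiter-Fluor fluorescence was measured in A549 ARE_Fluc cells after 18-24 h of compound exposure in a concentration series. The subsequent BugLite luminescent read reports ARE-luciferase activity.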
IL-2 act – qHTS of IL-2 Activators. IL-2 activation reporter assay, cell-based qHTS; stimulated with anti-CD3/CD4/CD28 beads; in transgenic mouse T cells. AID 652025, 2013. activation, % (series mostly up to about 46 µM). hit rate 0.065% among 360,000; in the data active means activation above about 50%; inconclusive means mostly about 30% to 49%; further: 0% is about no effect
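Screening format: compound pinned onto unstimulated transgenic mouse T cells, 60 min incubation, then anti-CD3/anti-CD4/anti-CD28 bead stimulation for 18 hours at 37 degrees C, followed by EGFP and DsRed detection.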
* marks the source's active call; other numbers are inactive results. Unless noted, the call rests on the fitted dose curve; in most records, active means well fitted curve in the direction sought with a large enough effect; inconclusive means small, poorly fitted or top-dose-only effect, or another doubt; inactive means no such curve, though single readings can be large; an effect the other way counts as inactive or inconclusive.

How did CCC1CCCCN1CCCNC(=O)c1ccc2c(c1)N(Cc1ccccc1F)C(=O)c1ccccc1S2(=O)=O (centres undefined) do in these assays?
HepG2 tox: -64%; Nrf2 activator: 0.4%; ATXN viability: inactive; TGFb SMAD3 inh: 11µM*; Nrf2 inh: inconclusive; ATXN2 expr inh: inconclusive; A549 tox: inconclusive

How did CCOCCCNC(=O)C1CCN(S(=O)(=O)c2c(C)noc2/C=C\c2ccc(OC)cc2)CC1 do in these assays?
EPAC2 ag: -7%; HepG2 tox: -16%; Nrf2 activator: 0.1%; ATXN viability: inactive; TGFb SMAD3 inh: -2%; Nrf2 inh: -10%; ATXN2 expr inh: -29%; A549 tox: -1%; IL-2 act: -3.4

How did CC(NC(=O)c1cc(=O)[nH]c2ccccc12)c1ccccc1 (centres undefined) do in these assays?
EPAC2 ag: 14%; HepG2 tox: -3%; Nrf2 activator: -0.6%; ATXN viability: inconclusive; TGFb SMAD3 inh: -17%; Nrf2 inh: 2%; ATXN2 expr inh: -19%; A549 tox: -7%; IL-2 act: -0.1

What do the screens show for `Cc1ccc(S(=O)(=O)N2CCOCC2)cc1NC(=O)CSc1n[nH]c(N)n1`?
EPAC2 ag: 0%; HepG2 tox: -2%; Nrf2 activator: -0.7%; ATXN viability: inconclusive; TGFb SMAD3 inh: -13%; Nrf2 inh: 23%; ATXN2 expr inh: 14%; A549 tox: 0%; IL-2 act: 0.8

What do the screens show for `COc1cccc(CN2CCNC(=O)C2CC(=O)N(Cc2cnn(C)c2)C(C)C)c1` (centres undefined)?
EPAC2 ag: 0%; HepG2 tox: 30%; Nrf2 activator: 3.9%; ATXN viability: inactive; TGFb SMAD3 inh: 6%; Nrf2 inh: 4%; ATXN2 expr inh: -17%; A549 tox: 1%; IL-2 act: -0.8

What do the screens show for `O=C(O)c1ccc(CN2CCOCC2)o1`?
EPAC2 ag: 10%; HepG2 tox: -6%; Nrf2 activator: 0.2%; ATXN viability: inconclusive; TGFb SMAD3 inh: -10%; Nrf2 inh: 15%; ATXN2 expr inh: -19%; A549 tox: 16%; IL-2 act: 0.9

How did O=C(CSc1n[nH]c(-c2cccs2)n1)NC1CCS(=O)(=O)C1 (centres undefined) do in these assays?
EPAC2 ag: 7%; HepG2 tox: -17%; Nrf2 activator: 4.4%; ATXN viability: inactive; TGFb SMAD3 inh: -11%; Nrf2 inh: -2%; ATXN2 expr inh: 3%; A549 tox: 11%; IL-2 act: -3.2

Results for COc1cccc(CNC(=O)C2CC(=O)N(c3ccc4c(c3)OCCO4)C2)c1 (centres undefined) ?
EPAC2 ag: 1%; HepG2 tox: -25%; Nrf2 activator: -0.2%; ATXN viability: inactive; TGFb SMAD3 inh: 16%; Nrf2 inh: 2%; ATXN2 expr inh: -7%; A549 tox: 3%; IL-2 act: 0.2

Results for CCOc1ccc(C(=O)C(CCC(CN(C)C)C(=O)c2ccc(OCC)cc2)CN(C)C)cc1 (centres undefined) ?
EPAC2 ag: 10%; HepG2 tox: 2.8µM*; Nrf2 activator: inconclusive; ATXN viability: 3.2µM*; TGFb SMAD3 inh: 5µM*; Nrf2 inh: inconclusive; ATXN2 expr inh: 5.6µM*; A549 tox: inconclusive; IL-2 act: -2.8

What do the screens show for `O=C(NCC1CCCO1)c1ccc(CS(=O)(=O)c2c(Cl)cccc2Cl)o1` (centres undefined)?
EPAC2 ag: 11%; HepG2 tox: 4%; Nrf2 activator: -0.3%; ATXN viability: inactive; TGFb SMAD3 inh: 9%; Nrf2 inh: -1%; ATXN2 expr inh: 10%; A549 tox: 12%; IL-2 act: -2.4

Results for O=C(Nc1nnc(-c2ccccn2)o1)c1ccc(Br)cc1 ?
EPAC2 ag: -19%; HepG2 tox: -7%; Nrf2 activator: 2.8%; ATXN viability: inactive; TGFb SMAD3 inh: inconclusive; Nrf2 inh: inconclusive; ATXN2 expr inh: 9%; A549 tox: 9%; IL-2 act: -1.9

What do the screens show for `CC1C(=O)N2CCCc3cc(S(=O)(=O)N(C)c4ccccc4)cc1c32` (centres undefined)?
EPAC2 ag: 2%; HepG2 tox: -24%; Nrf2 activator: -0.1%; ATXN viability: inconclusive; TGFb SMAD3 inh: -7%; Nrf2 inh: 16%; ATXN2 expr inh: 1%; A549 tox: 0%; IL-2 act: 9.2

How did COc1cc2c(cc1OC)C(c1cc3cc(OC)c(OC)cc3[nH]c1=O)N(C(=O)C1CC1)CC2 (centres undefined) do in these assays?
EPAC2 ag: 0%; HepG2 tox: -1%; Nrf2 activator: -0.3%; ATXN viability: inactive; TGFb SMAD3 inh: inconclusive; Nrf2 inh: 5%; ATXN2 expr inh: 1%; A549 tox: -1%; IL-2 act: -1.4

How did COc1cc(/C=N/NC(=O)C(C)Nc2n[nH]c(=O)[nH]c2=O)ccc1O (centres undefined) do in these assays?
EPAC2 ag: 7%; HepG2 tox: 3%; Nrf2 activator: -0.1%; ATXN viability: inactive; TGFb SMAD3 inh: 0%; Nrf2 inh: 18%; ATXN2 expr inh: -4%; A549 tox: -8%; IL-2 act: -0.7

How did Cc1cc(=O)[nH]c(N2CCN(C(=O)c3ccco3)CC2)n1 do in these assays?
EPAC2 ag: 10%; HepG2 tox: 0%; Nrf2 activator: 0.0%; ATXN viability: inactive; TGFb SMAD3 inh: 11%; Nrf2 inh: 2%; ATXN2 expr inh: -11%; A549 tox: 0%; IL-2 act: 0.0

Results for COc1ccc(CCNC(=O)C/C(C)=N/NC(=O)C(c2ccccc2)c2ccccc2)cc1OC ?
EPAC2 ag: 19%; HepG2 tox: -2%; Nrf2 activator: 2.5%; ATXN viability: inactive; TGFb SMAD3 inh: 1%; Nrf2 inh: 1%; ATXN2 expr inh: 1%; A549 tox: 5%; IL-2 act: -3.4

What do the screens show for `COc1cccc(OCC(O)CN2C(C)CCCC2C)c1` (centres undefined)?
EPAC2 ag: 1%; HepG2 tox: -24%; Nrf2 activator: 2.5%; ATXN viability: inactive; TGFb SMAD3 inh: 11%; Nrf2 inh: inconclusive; ATXN2 expr inh: 20%; A549 tox: -2%; IL-2 act: 0.4

What do the screens show for `Cc1ccc(C)c(NC(=O)C(Cc2ccccc2)N2Cc3ccccc3C2=O)c1` (centres undefined)?
HepG2 tox: -32%; Nrf2 activator: 4.4%; TGFb SMAD3 inh: inconclusive; Nrf2 inh: -6%; A549 tox: 0%

How did CCNc1nc(NCc2ccccc2)nc(SCC(N)=O)n1 do in these assays?
EPAC2 ag: 9%; HepG2 tox: -11%; Nrf2 activator: 0.8%; ATXN viability: inactive; TGFb SMAD3 inh: 12%; Nrf2 inh: -19%; ATXN2 expr inh: -12%; A549 tox: 8%; IL-2 act: -3.5

Results for COC(=O)c1ccccc1N=Nc1c(N)n[nH]c1N ?
EPAC2 ag: 5%; HepG2 tox: -5%; Nrf2 activator: -0.2%; ATXN viability: inconclusive; TGFb SMAD3 inh: inconclusive; Nrf2 inh: 2%; ATXN2 expr inh: -11%; A549 tox: -16%; IL-2 act: -3.9

Results for CC(=O)OCC(=O)[C@@]12OC3(CCCC3)O[C@@H]1C[C@H]1[C@@H]3CCC4=CC(=O)C=C[C@]4(C)[C@@]3(F)[C@@H](O)C[C@@]12C ?
EPAC2 ag: 1%; HepG2 tox: 1%; Nrf2 activator: 6.1%; ATXN viability: inactive; TGFb SMAD3 inh: 5%; ATXN2 expr inh: -38%; A549 tox: -6%; IL-2 act: -0.7

What do the screens show for `O=Nc1c(O)n(Cc2ccc(Cl)cc2)c2ccccc12`?
EPAC2 ag: 15%; HepG2 tox: -57%; Nrf2 activator: -0.1%; ATXN viability: inactive; TGFb SMAD3 inh: -15%; Nrf2 inh: -14%; ATXN2 expr inh: -16%; A549 tox: -12%; IL-2 act: -2.5

How did CCOC(=O)CC(=O)NC(CC(=O)OC)c1ccc(C(C)C)cc1 (centres undefined) do in these assays?
EPAC2 ag: 4%; HepG2 tox: 7%; Nrf2 activator: -1.0%; ATXN viability: inactive; TGFb SMAD3 inh: 7%; Nrf2 inh: 13%; ATXN2 expr inh: -10%; A549 tox: -1%; IL-2 act: -0.4

What do the screens show for `COc1ccc(-c2cn3cc(C)ccc3n2)cc1F`?
EPAC2 ag: -2%; HepG2 tox: 16µM*; Nrf2 activator: -0.5%; ATXN viability: inactive; TGFb SMAD3 inh: inconclusive; Nrf2 inh: inconclusive; ATXN2 expr inh: inconclusive; A549 tox: 3%; IL-2 act: 2.2

How did COc1cccc(Nc2c(Nc3cccc(OC)c3)c(=O)c2=O)c1 do in these assays?
EPAC2 ag: -12%; HepG2 tox: 3%; Nrf2 activator: -0.2%; ATXN viability: inactive; TGFb SMAD3 inh: 0%; Nrf2 inh: 6%; ATXN2 expr inh: -7%; A549 tox: -5%; IL-2 act: 1.6
